Source: PubChem (several laboratories)
STAT1 blocker: STAT1 signaling inhibitors, primary screen, cell-based, HTS, luciferase reporter. NIH 3T3 STAT1-luciferase reporter, IFN-gamma, luminescence. inhibition, % at 5.5 µM. 0.35% of 200,000 active;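 active = inhibition above a set limit, the mean inhibition across all tested compounds plus 3 SD, cut at about 34% in these data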;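 also: 0% = IFN-gamma with DMSO and 100% = IFN-gamma with 300 µM nifuroxazide; values of inactives mirror those of a sister screen read the other way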
STAT1 activator: STAT1 signaling activators, primary screen, cell-based, HTS, luciferase reporter | NIH 3T3 STAT1-luciferase reporter, IFN-gamma, luminescence; 100% = IFN-gamma alone, no compound | activation (% of control), % at 5.5 µM | 2.6% of 200,000 active | AID 932, 2007;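 active = activation above the screen-wide mean activation plus 3 SD, cut at about 130% in these data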;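 also: raw ratio to IFN-gamma control signal so 100% means no change and 0% no light; values of inactives mirror those of a sister screen read the other way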
APP 5'UTR act: activators of APP 5'UTR luciferase reporter, primary screen, SH-SY5Y cells; SH-SY5Y APP 5'UTR luciferase reporter, luminescence; zero percent = DMSO vehicle wells; activation, % at 2 µM; 1% of 190,000 active;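 active = activation above a set limit, based on mean plus 3 SD of controls, cut at about 140% in these data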; also: values of inactives mirror those of a sister screen read the other way
STAT3 inh: IL-6 driven STAT3 reporter inhibitors, primary screen, U3A cells, luciferase, luminescence, MLSCN library | IL-6 STAT3-luciferase reporter; host cell line lacks STAT1 | inhibition, % at 5.5 µM | 0.89% of 190,000 active | AID 862, 2007;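 active = inhibition above the mean inhibition across all screened compounds plus 3 SD, cut at about 44% in these data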;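 also: 0% = DMSO only wells and 100% = 100 µM nifuroxazide control wells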
STAT3 activator: IL-6 driven STAT3 reporter potentiators, primary screen, U3A cells, luciferase, luminescence, MLSCN library; activation (% of control), % at 5.6 µM; 0.91% of 190,000 active; IL-6 STAT3-luciferase reporter; 100% = signal with IL-6 EC80 alone;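 active = activation above the screen-wide mean of compound activation plus 3 SD, cut at about 130% in these data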;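 also: 0% = background luminescence of wells with medium and substrate only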
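Material: human STAT1-deficient U3A cells with stable STAT3-luciferase reporter / Probe or stimulus: IL-6 stimulus at 33 ng/mL final / Schedule: 1 h compound pre-exposure, 6 h IL-6 stimulation, 37 °C / Technique: luminescence / Read-out basis: percent of IL-6-only median luminescence / Control set: IL-6-only high control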
APP 5UTR inh: inhibitors of APP translation via 5'UTR reporter, primary screen, APP 5'UTR luciferase, SH-SY5Y cells; SH-SY5Y APP 5'UTR-luciferase reporter, luminescence; inhibition, % at 2 µM; 0.82% of 190,000 active;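 active = inhibition above a set limit, derived from the sample mean plus 3 SD, cut at about 45% in these data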; also: values of inactives mirror those of a sister screen read the other way
FLuc inhib CS: firefly luciferase enzyme inhibitors, primary screen, artefact control for luciferase-based inhibitor screens, biochemical, luminescence, ATPLite; 10 min; 1.5% of 200,000 active; inhibition, % at 10 µM; AID 1006, 2008;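 active = inhibition above about 50% when tested at 10 µM, limit read from the data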
Target sequence (P08659 whole entry, looked up): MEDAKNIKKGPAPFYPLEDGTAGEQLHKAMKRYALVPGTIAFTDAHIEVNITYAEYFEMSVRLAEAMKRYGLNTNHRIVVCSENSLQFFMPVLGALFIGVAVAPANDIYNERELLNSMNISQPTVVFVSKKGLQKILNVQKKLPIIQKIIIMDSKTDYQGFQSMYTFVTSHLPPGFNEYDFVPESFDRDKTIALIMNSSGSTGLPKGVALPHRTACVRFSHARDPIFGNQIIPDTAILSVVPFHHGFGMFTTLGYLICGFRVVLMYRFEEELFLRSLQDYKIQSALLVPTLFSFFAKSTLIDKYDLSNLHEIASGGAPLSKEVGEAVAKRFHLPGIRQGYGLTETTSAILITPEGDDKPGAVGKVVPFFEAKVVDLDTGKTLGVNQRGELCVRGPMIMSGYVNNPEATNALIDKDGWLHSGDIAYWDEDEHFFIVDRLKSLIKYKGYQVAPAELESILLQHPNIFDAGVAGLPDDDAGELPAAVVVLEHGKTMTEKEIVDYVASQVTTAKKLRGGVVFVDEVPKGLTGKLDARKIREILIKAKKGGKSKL
RAM network inh: inhibitors of the yeast RAM network, primary screen, dse1pr::URA3 reporter, 5-FOA selection | 1.8% of 190,000 active | AID 868, 2007 | inhibition, % at 50 µM | S. cerevisiae dse1pr::URA3 reporter, 5-FOA growth OD615, 2 d; analog-sensitive cbk1-as2 kinase mutant strain;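 active = inhibition above a set limit, 3 SD over mean compound inhibition, cut at about 8.4% in these data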;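 also: 0% = DMSO-only wells with no growth and 100% = 10 µM 1-NA-PP1 full growth; inhibition rescues growth on 5-FOA so higher OD means more RAM inhibition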
Hsp70 activator: Hsp70 transcriptional activators, primary screen, cell-based, HeLa, Hsp70 promoter luciferase, luminescence, 10 µM; HeLa Hsp70 promoter luciferase reporter; scaled: vehicle 0, proteasome-inhibitor control 100%; activation, % at 10 µM; 0.04% of 200,000 active; AID 1203, 2008;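 active = activation above the mean across all tested compounds plus 3 SD, cutoff set per campaign, cut at about 5.5% in these data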;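 also: 100% = MG132 at 30 µM as the positive control and 0% = DMSO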
NF-kB expr up: activators of NF-kB expression in neurons, primary screen, cell-based, HTS; 1.6% of 190,000 active; human neuronal cells, NF-kB reporter expression; active compounds read high; fold change at 12.5 µM; in the data active = fold change above about 3.3
Starred values were filed as active, the others as inactive.

1	FC(F)(Cl)c1nnc2ccc(Cl)nn12
2	COc1ccc([C@@H]2[C@H]3C(=O)N(c4cccc(C(F)(F)F)c4)C(=O)[C@H]3ON2C)cc1
3	O=C1c2ccccc2-c2ccc(C(=O)N3CCCCC3)cc21
4	CCOC(=O)c1ccc(NC(=O)Nc2ccc(S(N)(=O)=O)cc2)cc1
5	O=C(C1=COCCO1)N1CCN(C(c2ccccc2)c2ccccc2)CC1
6	Cc1cccc(CCN(CC(=O)NC2CCCCC2)C(=O)c2csnn2)c1
compound no.	1	2	3	4	5	6
STAT1 blocker	-1	7	-18	4	4	1
STAT1 activator	99	94	116	96	97	97
APP 5'UTR act	16	0	44	6	6	3
STAT3 inh	0	1	16	1	3	1
STAT3 activator	110	103	91	99	100	102
APP 5UTR inh	-16	0	-44	-6	-6	-3
FLuc inhib CS	-9	-2	9	0	0	-2
RAM network inh	2.1	2.1	1.6	0.9	1.2	7.0
Hsp70 activator	-0.4	-0.2	-0.1	0.4	-0.1	-0.4
NF-kB expr up	1.4	1.1	2.2	1.2	0.97	0.92

Sorted by length of the SMILES (low to high): part of the list above.
1	FC(F)(Cl)c1nnc2ccc(Cl)nn12
5	O=C(C1=COCCO1)N1CCN(C(c2ccccc2)c2ccccc2)CC1
2	COc1ccc([C@@H]2[C@H]3C(=O)N(c4cccc(C(F)(F)F)c4)C(=O)[C@H]3ON2C)cc1
compound no.	1	5	2
STAT1 blocker	-1	4	7
STAT1 activator	99	97	94
APP 5'UTR act	16	6	0
STAT3 inh	0	3	1
STAT3 activator	110	100	103
APP 5UTR inh	-16	-6	0
FLuc inhib CS	-9	0	-2
RAM network inh	2.1	1.2	2.1
Hsp70 activator	-0.4	-0.1	-0.2
NF-kB expr up	1.4	0.97	1.1

Continued:
7	Cc1ccccc1-n1c(-c2ccc(=O)[nH]n2)n[nH]c1=S
8	CCCOc1ccc(-c2nc(OCC)c3ccccc3n2)cc1
9	Cc1ccccc1OCC(=O)N1N=C(C(F)(F)F)CC1(O)C(C)(C)C (stereo not drawn)
10	O=C1c2ccccc2C(=O)c2cc(NC(=O)C3CC3)ccc21
11	O=C(Cc1ccccc1)NN1C(=O)C2C3C=CC(C3)[C@@H]2C1=O (stereo partly drawn)
12	COc1ccc(-c2nnc(SC(=O)N3c4ccccc4Sc4ccccc43)o2)cc1
compound no.	7	8	9	10	11	12
STAT1 blocker	-7	-4	1	-34	-4	6
STAT1 activator	105	108	102	130*	104	95
APP 5'UTR act	2	14	4	139*	3	-4
STAT3 inh	10	0	-6	-4	-2	8
STAT3 activator	95	101	107	102	106	99
APP 5UTR inh	-2	-14	-4	-139	-3	4
FLuc inhib CS	-4	4	-3	22	-4	-4
RAM network inh	0.6	13*	9.2*	2.7	0.7	8.5*
Hsp70 activator	-0.2	-0.5	0.3	-0.1	-0.1	-0.3
NF-kB expr up	1.2	1.3	1.1	4.5*	1.2	1.1

Structures shown so far that have an aryl methoxy group:
2	COc1ccc([C@@H]2[C@H]3C(=O)N(c4cccc(C(F)(F)F)c4)C(=O)[C@H]3ON2C)cc1
12	COc1ccc(-c2nnc(SC(=O)N3c4ccccc4Sc4ccccc43)o2)cc1
compound no.	2	12
STAT1 blocker	7	6
STAT1 activator	94	95
APP 5'UTR act	0	-4
STAT3 inh	1	8
STAT3 activator	103	99
APP 5UTR inh	0	4
FLuc inhib CS	-2	-4
RAM network inh	2.1	8.5*
Hsp70 activator	-0.2	-0.3
NF-kB expr up	1.1	1.1

Carrying on.
13	COc1ccc(N/N=C(\C#N)C(=N)N2CCOCC2)cc1
14	COC(=O)c1cccc(COC(=O)c2ccccc2NC(=O)c2ccco2)c1
15	O=C(NN1C(=O)C2C3C=CC(O3)C2C1=O)c1ccncc1 (stereo not drawn)
16	CCOc1ccc(C2=Nc3ccccc3C(c3ccc(N4CCOCC4)cc3)=NN2)cc1
17	CC(=O)Nc1ccc(S(=O)(=O)NCc2cn3c(C)csc3n2)cc1
18	CC(C)CCOCc1nc2sc3c(c2c(=O)[nH]1)CCC(C)C3 (stereo not drawn)
compound no.	13	14	15	16	17	18
STAT1 blocker	-19	-4	5	-16	9	-7
STAT1 activator	116	104	98	115	92	107
APP 5'UTR act	51	4	8	63	-9	-6
STAT3 inh	8	12	0	-5	3	15
STAT3 activator	95	94	98	109	101	85
APP 5UTR inh	-51	-4	-8	-63	9	6
FLuc inhib CS	9	-5	-6	20	-4	2
RAM network inh	0.6	8.0	2.7	0.4	0.3	3.2
Hsp70 activator	-0.3	-0.3	-0.1	0.2	0.0	0.1
NF-kB expr up	1.2	1.3	1.2	1.8	1	1.2

19	CN(Cc1cn(-c2ccccc2)nc1-c1cc2ccccc2o1)C(=O)CCC(=O)O
20	CN(C)CCCn1c(NC(=O)C2CCCCC2)nc2ccccc21
21	Cc1cccc2nc(CSc3nnc(N)s3)cn12
22	CCOC(=O)C1=C(C)Nc2sc(C(=O)c3ccc(C)cc3)c(N)c2C1c1ccc(C(=O)OC)cc1 (stereo not drawn)
23	CSCc1cc(N2CCOCC2)nc(-c2ccccc2)n1
24	O=C(CSc1ncn(-c2ccccc2)n1)c1cccs1
compound no.	19	20	21	22	23	24
STAT1 blocker	-18	-7	-7	12	-5	-32
STAT1 activator	117	106	104	90	105	129*
APP 5'UTR act	2	-5	3	-20	6	102
STAT3 inh	-1	-2	7	-1	-4	15
STAT3 activator	102	104	99	103	110	89
APP 5UTR inh	-2	5	-3	20	-6	-102
FLuc inhib CS	39	-7	-3	-6	-1	10
RAM network inh	1.1	2.0	2.1	6.7	1.7	4.8
Hsp70 activator	0.3	-0.5	-0.1	-0.3	-0.2	0.7
NF-kB expr up	1.6	1.1	1.4	0.58	1.3	3.5*

25	COc1ccccc1NC(=O)N(CCN1CCOCC1)Cc1cc2cc(C)cc(C)c2[nH]c1=O
26	O=C(CCSCc1ccc(Cl)cc1)NCc1ccco1
27	CNc1ccccc1-c1nc2ccccc2n(C)c1=O
28	O=C1c2ccccc2C(=O)N1CC1c2ccccc2CCN1C(=O)CN1CCOCC1 (stereo not drawn)
29	C=CCSc1nnc(-c2nnc(SCC=C)n2-c2ccccc2)n1-c1ccccc1
30	c1ccc2cc(OCCN3CCCC3)ccc2c1
compound no.	25	26	27	28	29	30
STAT1 blocker	5	-9	-1	6	-2	-7
STAT1 activator	93	108	101	94	102	107
APP 5'UTR act	1	9	-4	6	-11	9
STAT3 inh	6	3	13	13	-1	11
STAT3 activator	101	109	95	98	104	94
APP 5UTR inh	-1	-9	4	-6	11	-9
FLuc inhib CS	-7	-7	-6	-7	-3	-8
RAM network inh	0.1	0.5	2.9	0.2	4.1	2.3
Hsp70 activator	0.1	-0.1	-0.5	-0.1	-0.2	-0.3
NF-kB expr up	0.86	2.1	0.96	1.3	1	1.4

31	CCOc1ccc(Cn2c3ccc(OC)cc3c3nc4ccccc4nc32)cc1
32	Cc1ccccc1Cc1c(C)nc2c(C(=O)NCc3ccc4c(c3)OCO4)cnn2c1C
33	CCCC(=O)Nc1nnc(CCN2CCCCC2)s1
34	Cc1cccc(C(=O)Nc2ccc(C)c(OC(=O)c3cccc(C)c3)c2)c1
35	COCCCNC(=O)CNC(=S)N(Cc1ccccc1F)C1CCCCC1
36	O=C(Nc1ccc(O)cc1C(=O)O)c1cccs1
compound no.	31	32	33	34	35	36
STAT1 blocker	-2	-1	12	-3	-4	6
STAT1 activator	102	101	89	102	104	94
APP 5'UTR act	20	6	1	86	-11	-9
STAT3 inh	-8	-1	7	20	5	-1
STAT3 activator	107	104	98	89	100	106
APP 5UTR inh	-20	-6	-1	-86	11	9
FLuc inhib CS	-7	-2	-7	0	-10	8
RAM network inh	2.5	3.6	0.0	5.4	0.3	-1.0
Hsp70 activator	0.0	-0.3	0.1	0.3	-0.2	0.1
NF-kB expr up	1.2	1	1.2	2	0.91	1

37	CCOC(=O)c1c(C)[nH]c(C2=NNC(=Nc3ccccc3)SC2)c1C
38	Cc1ccc(-c2ccc(CCC(=O)O)n2NC(=O)c2ccc([N+](=O)[O-])cc2)cc1
39	C=CCOc1ccccc1C1C2=C(CC(C)(C)CC2=O)Nc2c1c(=O)n(C)c(=O)n2C (stereo not drawn)
40	CCc1nnc(NC(=O)CSc2nc3cccnc3n2Cc2ccccc2)s1
41	COc1ccc(NC(=O)N2CCC(Cc3ccccc3)CC2)cc1
42	CC(C)(C)c1ccc(N/N=C(\C#N)S(=O)(=O)C(C)(C)C)cc1
43	Cc1nnc(NC(=O)c2ccccc2Oc2ccccc2)s1
44	CC(C)c1ccc(OCc2ccc(C(=O)NN3CCN(C)CC3)o2)cc1
45	O=C(NCc1ccccc1)c1ccc2c(=O)n(CCCN3CCCC3=O)c(=S)[nH]c2c1
compound no.	37	38	39	40	41	42	43	44	45
STAT1 blocker	-3	-3	10	-1	-9	19	2	-16	-2
STAT1 activator	103	101	91	101	107	82	98	114	102
APP 5'UTR act	10	-4	22	-10	24	-9	0	78	-4
STAT3 inh	0	8	4	10	-18	22	-5	16	0
STAT3 activator	104	98	105	93	117	84	108	95	98
APP 5UTR inh	-10	4	-22	10	-24	9	0	-78	4
FLuc inhib CS	10	-1	-5	-2	8	-4	-5	2	-4
RAM network inh	1.1	1.6	0.3	-0.1	0.5	3.3	4.3	1.2	2.1
Hsp70 activator	-0.3	-0.3	-0.1	-0.1	0.4	-0.3	-0.3	-0.1	0.0
NF-kB expr up	1.4	1.2	1.1	1.2	1.4	0.65	0.94	2	1.3
